High-throughput results (PubChem BioAssay)
MEKK2mut PB1 HTS: signal of MEK5 binding to mutant human MEKK2 PB1 domain | 290,000 compounds, 0.35% hits | percent response, % at 10 µM | bead flow cytometry, Alexa488-MEK5 binding to MEKK2 mutant; in the data active = percent response above about 24%, passing the limit was not always enough; also: inactives centre near 1; some results filed as inactive read as strong as hits
GalR3 antagonist: blocks the human galanin receptor 3 | 360,000 compounds, 0.44% hits | O60755 | AID 651719 | inhibition, % at 3 µM | HEK293 GalR3-CNG cAMP membrane potential fluorescence; galR3 body fused to GalR1 C-terminus;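 active = inhibition above the screen-wide average plus 3 SD, cut at about 13% in these data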;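 also: forskolin and galanin both at EC90 stimulate the cells; cAMP rise reported by CNG channel membrane potential dye signal; 0% = forskolin plus galanin with DMSO and 100% = forskolin alone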
Target sequence (O60755 1-299 limits assumed): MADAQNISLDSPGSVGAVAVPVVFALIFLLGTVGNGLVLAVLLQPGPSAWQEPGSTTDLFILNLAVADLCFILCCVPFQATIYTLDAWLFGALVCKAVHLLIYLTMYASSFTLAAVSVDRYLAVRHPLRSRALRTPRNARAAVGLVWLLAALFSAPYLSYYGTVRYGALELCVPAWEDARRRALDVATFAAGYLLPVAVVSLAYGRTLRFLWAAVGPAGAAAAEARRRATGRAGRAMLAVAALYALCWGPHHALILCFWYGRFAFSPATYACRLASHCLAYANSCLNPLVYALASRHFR
FID counter: fluorescent intercalator displacement, NS3 helicase counter-screen; 290,000 compounds, 0.17% hits; DNA fluorescent intercalator displacement, fluorescence; inhibition, % at 7.9 µM; in the data active = inhibition above about 37%;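 also: 0% = vehicle and 100% = reference compound; higher means more ethidium bromide displaced from hairpin DNA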
CRFR2-BP ag: agonists of human CRF-binding protein/CRF-R2 receptor complex | 350,000 compounds, 0.46% hits | activation, % at 13.2 µM | HEK293 CRF-R2/CRF-BP, calcium dye fluorescence (FLIPR); percent of saturating CRF peptide response | AID 588473;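 active = activation of at least 50%, plus an integration ratio under a set limit after plate pattern correction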;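 also: plate controls were neutral control wells without compound for no effect and CRF at EC100 for full effect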
MEKK3 PB1 HTS: raises or lowers MEK5 binding to the human MEKK3 PB1 domain. 290,000 compounds, 1.4% hits. binding response (% of control), % at 10 µM. bead-based flow cytometry, Alexa488-MEK5 binding to MEKK3; actives lie on both sides; 0 = blocked by unlabeled MEK5, 100 = vehicle. AID 1529. Q99759;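 active = binding response more than 3 SD above or below the average of its plate-row segment, actives on both sides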;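 also: Alexa488 bead fluorescence after subtracting the streptavidin-only scavenger bead signal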
Target sequence (Q99759 whole entry, looked up, the tested form may be a part): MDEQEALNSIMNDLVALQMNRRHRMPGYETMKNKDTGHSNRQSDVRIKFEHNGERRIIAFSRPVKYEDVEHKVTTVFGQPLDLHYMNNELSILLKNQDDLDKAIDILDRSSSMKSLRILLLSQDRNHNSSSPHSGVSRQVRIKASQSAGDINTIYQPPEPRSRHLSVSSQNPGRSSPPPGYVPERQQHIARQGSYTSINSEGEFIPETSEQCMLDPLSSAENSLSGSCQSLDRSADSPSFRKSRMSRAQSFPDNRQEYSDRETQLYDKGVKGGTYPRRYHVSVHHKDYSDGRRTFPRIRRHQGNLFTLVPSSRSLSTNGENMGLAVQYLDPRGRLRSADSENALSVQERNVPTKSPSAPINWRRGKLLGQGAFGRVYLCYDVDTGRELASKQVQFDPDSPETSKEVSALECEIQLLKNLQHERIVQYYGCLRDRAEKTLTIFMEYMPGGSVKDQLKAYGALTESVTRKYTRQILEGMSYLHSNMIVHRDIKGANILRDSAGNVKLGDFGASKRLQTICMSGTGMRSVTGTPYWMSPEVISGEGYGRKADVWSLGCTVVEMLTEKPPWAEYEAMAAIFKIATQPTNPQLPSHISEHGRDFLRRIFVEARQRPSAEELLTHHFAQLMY
MEKK2 WT-MEK5: raises or lowers MEK5 binding to wildtype human MEKK2 PB1 domain; Q9Y2U5; bead flow cytometry, Alexa488-MEK5 binding to MEKK2 WT; actives lie on both sides; binding response (% of control), % at 10 µM; 290,000 compounds, 1.1% hits; AID 1531; in the data active = binding response below about 67% or above about 130%
CRFR2-BP antag: antagonists of CRF-binding protein/CRF-R2 receptor complex; HEK293 CRF-R2/CRF-BP, CRF-induced calcium fluorescence; inhibition, % at 11.8 µM; 350,000 compounds, 0.59% hits;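 active = inhibition of the ligand-induced calcium signal above about 50% at the single tested concentration, limit read from the data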
HCV NS3 hel inh: HCV NS3 helicase inhibition; AID 1800; NS3 helicase DNA unwinding, Cy5 molecular beacon fluorescence; inhibition, % at 10.9 µM; 290,000 compounds, 0.56% hits;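 active = inhibition above the mean of all tested compounds plus 3 SD, set per campaign, cut at about 35% in these data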;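 also: 0% = DMSO wells and 100% = thioflavine S control wells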
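assay system = NS3 helicase fragment of HCV | buffer or medium = MOPS pH 6.5, MgCl2, DTT, Tween20, BSA | timing = 60 min unwinding reaction at 25 °C after ATP addition | signal = Cy5 beacon fluorescence read at start and 1 h | read-out basis = % inhibition of unwinding | control set = low DMSO, high thioflavine S at 110 µM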
SUMO HTRF inh: SUMOylation inhibition | P63279 | HTRF SUMOylation assay, SAE1/SAE2 + UBC9, in vitro | inhibition, % at 35 µM | 290,000 compounds, 0.36% hits; in the data active = inhibition above about 50%, passing the limit was not always enough; also: strong numbers were not always called active
Target sequence (P63279 whole entry, looked up): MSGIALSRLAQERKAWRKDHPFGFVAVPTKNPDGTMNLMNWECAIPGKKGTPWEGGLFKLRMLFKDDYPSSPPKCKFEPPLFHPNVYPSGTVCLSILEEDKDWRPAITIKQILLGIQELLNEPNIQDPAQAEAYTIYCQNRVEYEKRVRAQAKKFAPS
Starred values were filed as active, the others as inactive; · = no result given; [ ] = another dose, or the depositor's remark.

Start of the listing, in advance:
SMILES	CRFR2-BP ag	MEKK2 WT-MEK5	SUMO HTRF inh	MEKK3 PB1 HTS	GalR3 antagonist	MEKK2mut PB1 HTS	FID counter	CRFR2-BP antag	HCV NS3 hel inh
NC(=O)CC(NC(=O)Cc1cccc2ccccc12)c1ccc(NCc2ccccc2)c([N+](=O)[O-])c1 (stereo unspecified)	0.2	100.0	46.9	97.0	-2.9	2.0	·	1.6	·
CNc1oc(C)nc1S(=O)(=O)c1ccc(C)cc1	-0.1	·	7.4	·	0.7	·	12.0	17.0	-4.0
Cc1ccccc1NC(=O)Nc1ccc2c(c1)OCO2	4.8	107.0	15.7	108.0	-1.9	11.0	-0.3	10.9	3.4
COc1ccc2cc(C(=O)Nc3ccc(Cl)cc3)sc(=O)c2c1OC	0.3	72.0	29.3	92.0	4.0	1.0	-0.1	7.3	-9.8

The listing (from the top)
SMILES	CRFR2-BP ag	MEKK2 WT-MEK5	SUMO HTRF inh	MEKK3 PB1 HTS	GalR3 antagonist	MEKK2mut PB1 HTS	FID counter	CRFR2-BP antag	HCV NS3 hel inh
NC(=O)CC(NC(=O)Cc1cccc2ccccc12)c1ccc(NCc2ccccc2)c([N+](=O)[O-])c1 (stereo unspecified)	0.2	100.0	46.9	97.0	-2.9	2.0	·	1.6	·
CNc1oc(C)nc1S(=O)(=O)c1ccc(C)cc1	-0.1	·	7.4	·	0.7	·	12.0	17.0	-4.0
Cc1ccccc1NC(=O)Nc1ccc2c(c1)OCO2	4.8	107.0	15.7	108.0	-1.9	11.0	-0.3	10.9	3.4
COc1ccc2cc(C(=O)Nc3ccc(Cl)cc3)sc(=O)c2c1OC	0.3	72.0	29.3	92.0	4.0	1.0	-0.1	7.3	-9.8
CCOc1ccc(S(=O)(=O)N2CCC(C(=O)NCc3ccccn3)CC2)cc1	-0.5	101.0	-7.8	101.0	-5.6	-2.0	-19.1	5.5	-0.3
CCOC(=O)c1ccccc1Cc1nc2ccccc2c(=O)[nH]1	0.1	108.0	-10.6	95.0	-4.8	14.0	-4.2	2.6	2.6
O=C1CC(NNc2nc3ccccc3s2)C(=O)N1c1ccccc1 (stereo unspecified)	-0.4	97.0	6.0	99.0	-6.8	4.0	-6.8	-9.2	1.5
CC(NC(=O)c1cc(F)c(F)cc1Cl)C1CC2CCC1C2 (stereo unspecified)	-1.9	106.0	-3.0	104.0	-10.1	5.0	-15.3	5.1	17.2

Structural class, those above with a halogen.
SMILES	CRFR2-BP ag	MEKK2 WT-MEK5	SUMO HTRF inh	MEKK3 PB1 HTS	GalR3 antagonist	MEKK2mut PB1 HTS	FID counter	CRFR2-BP antag	HCV NS3 hel inh
COc1ccc2cc(C(=O)Nc3ccc(Cl)cc3)sc(=O)c2c1OC	0.3	72.0	29.3	92.0	4.0	1.0	-0.1	7.3	-9.8
CC(NC(=O)c1cc(F)c(F)cc1Cl)C1CC2CCC1C2 (stereo unspecified)	-1.9	106.0	-3.0	104.0	-10.1	5.0	-15.3	5.1	17.2

The list goes on:
SMILES	CRFR2-BP ag	MEKK2 WT-MEK5	SUMO HTRF inh	MEKK3 PB1 HTS	GalR3 antagonist	MEKK2mut PB1 HTS	FID counter	CRFR2-BP antag	HCV NS3 hel inh
COc1ccc(N=C2SC(C(=O)Nc3ccc(C(=O)O)cc3)CC(=O)N2Cc2cccs2)cc1 (stereo unspecified)	-1.5	122.0	21.0	131.0*	-5.7	24.0	-17.9	21.9	-6.3
CC(C)n1c(NCc2cc(Cl)ccc2O)nc2ccccc21	-5.0	113.0	8.8	107.0	·	8.0	5.5	15.8	-0.7
Nn1c(Cc2cccc3ccccc23)nnc1SC1CCOC1=O (stereo unspecified)	-0.1	94.0	3.0	106.0	1.3	1.0	-2.1	-11.4	16.9
CCc1ccc(S(=O)(=O)NCCc2cn3cccc(C)c3n2)s1	-0.4	99.0	5.4	106.0	5.4	-2.0	-0.6	-1.9	-1.4
CN(C)C(CNc1ncnc2sccc12)c1cccs1 (stereo unspecified)	5.5	105.0	-1.1	103.0	-1.5	-3.0	8.1	-21.9	73.8*
CN1OC(c2ccccc2)=C(CO)C1c1ccccc1 (stereo unspecified)	-4.8	102.0	11.4	101.0	-0.3	-1.0	-0.1	1.8	-2.0
CC(C)(C)CC(=O)OCC(=O)Nc1cc(C(C)(C)C)nn1-c1ccccc1	1.0	100.0	11.7	102.0	-7.1	7.0	-28.4	-24.2	-2.9
O=C(CCN1C(=O)S/C(=C/c2ccccc2)C1=O)Nc1ccc(C(=O)O)c(O)c1	-1.2	96.0	20.5	100.0	-6.7	0.0	-3.7	7.2	23.1
Cc1ccc(OCc2nnc(SCC(=O)NCc3ccccc3)n2C)cc1	-0.4	102.0	-4.4	102.0	4.5	-3.0	-29.0	9.0	4.5
O=C(O)c1ccc2c(c1)C(=O)N(c1cc(C(=O)O)ccc1Br)C2=O	-0.8	102.0	26.7	102.0	-5.0	5.0	0.7	14.1	-8.0
O=C(CN1CCN(c2ccc(F)cc2)CC1)Nc1nnc(-c2ccccc2)s1	0.1	102.0	31.9	102.0	-7.2	5.0	3.3	5.8	-1.1
CCOC(=O)c1sc2nc(CC(=O)OC)nc(NCc3ccco3)c2c1C	8.6	110.0	14.3	108.0	-5.6	8.0	-4.5	16.8	18.1
Cc1[nH]c2ccccc2c1C(c1ccncc1)N1CCN(c2ccccc2F)CC1 (stereo unspecified)	-4.1	115.0	-23.7	103.0	-5.3	-1.0	2.3	-30.9	7.6
O=C(CN1C(=O)S/C(=C\c2ccc(Cl)cc2)C1=O)NNC(=O)c1ccccc1O	-1.8	108.0	34.7	99.0	3.9	17.0	-1.0	31.3	8.2
CC(=Nc1cccc(O)c1)c1sc2ccccc2c1O	6.9	91.0	-1.2	97.0	-3.1	-8.0	-10.3	-23.0	5.0
COc1cc(C(=O)NCC(c2cccnc2)N2CCN(c3ccc(F)cc3)CC2)cc(OC)c1OC (stereo unspecified)	-2.5	100.0	4.1	105.0	-3.8	-5.0	-40.5	3.8	-9.0
COc1ccc2c(c1)C(=O)OC2CC(=O)O (stereo unspecified)	3.0	14.0*[inhibitor]	22.8	9.0*[inhibitor]	-2.2	-15.0	-4.5	-26.3	11.8
CS(=O)(=O)N(CC(=O)N1CCCCCC1)c1ccc(Cl)cc1	-1.2	101.0	4.6	93.0	-1.3	1.0	-10.9	9.5	6.4
CCOP(=O)(OCC)C(NC(=O)c1ccc(OC)c(OC)c1)c1ccccc1 (stereo unspecified)	-0.9	75.0	12.5	73.0	-5.2	-23.0	-15.8	1.2	-16.3
S=C(NCCCN1CCOCC1)Nc1ccc(Cl)cc1	0.9	103.0	11.0	101.0	0.4	-1.0	1.8	-3.3	-5.8
COc1ccc(C(=O)/C(=C\c2sccc2C)c2nc3ccccc3o2)cc1	·	95.0	-12.2	96.0	·	-2.0	-6.0	·	-1.5
C=C1CCN(Cc2ccccc2)S(=O)(=O)c2ccccc21	-2.1	94.0	15.0	94.0	2.0	2.0	·	-2.2	·
COCc1nc(-c2ccc(-c3ccc(OC)cc3)nc2OC)no1	0.0	101.0	24.0	105.0	2.5	0.0	-19.9	1.2	-11.4
COc1ccc(C(=O)N/C(=C\c2cn(C)c3ccccc23)C(=O)N2CCN(C)CC2)cc1	-0.9	103.0	·	103.0	2.1	4.0	12.6	0.5	4.1
CC1CCCCN1C(=O)Cn1nnc(-c2cccnc2)n1 (stereo unspecified)	5.8	84.0	6.7	88.0	-5.1	-9.0	-5.0	7.6	-3.4
O=C(NCc1ccncc1)C(=O)NCC1OCCN1S(=O)(=O)c1ccc(Br)cc1 (stereo unspecified)	-2.5	97.0	6.4	100.0	-2.5	-1.0	-18.5	-11.2	-3.7
Cc1ccnc(NC(=O)C(C)N2C(=O)c3ccccc3C2=O)c1 (stereo unspecified)	-0.7	99.0	12.2	100.0	-3.8	-1.0	-2.8	0.1	12.8
Cc1ccc(NC(=O)CN2C(=O)S/C(=C\c3ccc(C(=O)O)cc3)C2=O)cc1	-0.6	116.0	-2.7	106.0	-6.4	7.0	3.5	-6.1	14.0
Cc1[nH]c2ccccc2c1C(O)c1ccncc1 (stereo unspecified)	0.3	85.0	5.4	99.0	3.4	-9.0	-1.0	-12.7	-9.6
Cn1c(SCC(=O)NC2CC2)nnc1-c1ccccc1Cl	1.0	103.0	-3.9	99.0	-0.4	4.0	-3.1	-0.6	1.9
Cc1ccc(S(=O)(=O)NCC(=O)N(CC(=O)NCc2ccco2)Cc2cccs2)cc1	-2.9	105.0	5.9	105.0	-9.1	3.0	-20.6	1.1	-4.2
CCCCCOC(=O)CSc1nnc(-c2cc(OC)c(OC)c(OC)c2)o1	1.2	84.0	24.8	77.0	-7.6	-12.0	-24.0	-3.3	-0.7
O=C1c2oc3ccc(Cl)cc3c(=O)c2C(c2ccccn2)N1CCCN1CCOCC1 (stereo unspecified)	-0.3	104.0	24.9	100.0	·	4.0	·	26.6	·
Cc1ccc(OCC(=O)NNC(=O)Cn2nnc(-c3ccccc3)n2)cc1	-2.0	97.0	6.7	97.0	3.7	-2.0	-12.0	2.3	-2.9
O=C(N/N=C/c1ccccc1OC(F)F)c1cc(-c2ccncc2)nc2ccccc12	0.9	95.0	-0.1	103.0	5.5	-3.0	-2.4	-6.6	-5.5
O=C(N/N=C/c1cc(Br)c(O)c(Br)c1)c1cccc(C(F)(F)F)c1	-2.1	97.0	18.3	97.0	-0.9	0.0	-5.3	-19.3	23.4
CNS(=O)(=O)c1cccc(C(=O)OCc2cc(=O)n3cc(Br)ccc3n2)c1	0.9	102.0	4.7	99.0	-4.0	-2.0	-4.1	-24.5	4.5
CC1Cc2cc(-c3csc(NC(=O)Cc4ccccc4)n3)ccc2N1S(C)(=O)=O (stereo unspecified)	-0.8	104.0	-23.4	113.0	-9.1	5.0	-5.5	1.6	-10.6
CCc1ccc(C2=NN(S(C)(=O)=O)C(c3cccs3)C2)cc1 (stereo unspecified)	0.2	·	8.2	12.0*[inhibitor]	-5.0	·	-15.8	-9.5	10.1
Cc1ccc(CNC(=O)Nc2ccc(OC(F)(F)F)cc2)n1C	15.1	102.0	-1.1	98.0	-11.2	2.0	-6.7	41.2	-2.5
Cc1noc(/C=C/c2cccs2)c1S(=O)(=O)N1CCC(C(=O)NCCCN2CCC(C)CC2)CC1	1.0	186.0*	5.5	106.0	-8.4	57.0*	19.6	1.3	-59.1
CC(C)Cc1nc2oc3c(N4CCN(CCO)CC4)ncnc3c2c2c1CCCC2	0.3	113.0	-7.2	99.0	-4.3	3.0	-3.1	-17.6	-17.4
NNC(=O)CNc1cccc(Br)c1	2.7	80.0	14.2	88.0	-7.4	7.0	-5.2	-3.9	-6.1
O=C(COc1ccc(S(=O)(=O)N2CCCC2)cc1)NCc1ccccn1	5.2	106.0	-0.3	105.0	-4.8	1.0	-9.8	-0.1	8.6
COc1cccc(NC(=O)Cn2cc(C#N)c3ccccc32)c1	-1.9	100.0	-3.6	87.0	-5.3	-11.0	-1.6	17.6	-5.1
CCC(C)n1[nH]c(=O)c2c(C)cc(C)nc21 (stereo unspecified)	-2.7	96.0	-19.6	95.0	-5.0	-1.0	4.0	-20.8	-6.6
Cc1nc2sc3c(c2c2nnc(SCC(=O)NCc4ccco4)n12)CCCC3	-1.8	99.0	16.7	101.0	-0.7	4.0	-9.1	-3.9	1.8

These rows are one share of the data, so the mix of outcomes need not match the whole.
